Peg3 prom inh: inhibitors of Peg3 promoter. HeLa PEG-Prom luciferase reporter, luminescence, overnight. inhibition, % at 20 µM. 360,000 compounds, 1.7% hits;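 active means inhibition of at least 50% at 20 µM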
KKLEB tox: CF airway cell cytotoxicity counter-screen. KKLEB CF airway cells viability, ATPlite luminescence, overnight; active compounds read low; cells stimulated with P. aeruginosa culture filtrate. activity change (cytotoxicity), % at 5 µM. 360,000 compounds, 0.36% hits;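 active means corrected activity change at or below -50% at 5 µM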
TRPM1 prom inh: inhibitors of MITF-driven TRPM1 promoter in melanoma cells. SK-MEL-5 TRPM1 promoter luciferase, 24 h. inhibition, % at 12.5 µM. 330,000 compounds, 0.83% hits. AID 488899;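 active means mean inhibition across replicates of 60% or more, whatever share of single replicates reaches that level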; further: values of inactives mirror those of a sister screen read the other way
Shn3 3UTR inh: reduces Shn3 3'UTR luciferase signal in osteoblasts. 360,000 compounds, 0.52% hits. Clone20 osteoblast Shn3 3'UTR firefly luciferase, 24 h. inhibition, % at 12.5 µM;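 active means mean inhibition of at least 75% with every replicate also reaching 75%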;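 further: 0% = median of neutral control wells and 100% = pilot-screen positive control compound; some compounds past the cut are filed as inactive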
NR2E3 ag-1: human photoreceptor-specific nuclear receptor agonism | Q9Y5X4 | AID 602229 | CHO-S Gal4-NCOR/VP16-NR2E3 two-hybrid, luciferase | inhibition of corepressor binding, % at 3.98 µM | 360,000 compounds, 0.35% hits;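 active means inhibition above the mean of all tested compounds plus 3 SD, cut at about 70% in these data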;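 further: 0% = DMSO with NR2E3 transfected cells and 100% = cells lacking NR2E3 construct; higher means lower luciferase signal from less NR2E3 corepressor binding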
Target sequence (Q9Y5X4 whole entry, looked up, the tested form may be a part): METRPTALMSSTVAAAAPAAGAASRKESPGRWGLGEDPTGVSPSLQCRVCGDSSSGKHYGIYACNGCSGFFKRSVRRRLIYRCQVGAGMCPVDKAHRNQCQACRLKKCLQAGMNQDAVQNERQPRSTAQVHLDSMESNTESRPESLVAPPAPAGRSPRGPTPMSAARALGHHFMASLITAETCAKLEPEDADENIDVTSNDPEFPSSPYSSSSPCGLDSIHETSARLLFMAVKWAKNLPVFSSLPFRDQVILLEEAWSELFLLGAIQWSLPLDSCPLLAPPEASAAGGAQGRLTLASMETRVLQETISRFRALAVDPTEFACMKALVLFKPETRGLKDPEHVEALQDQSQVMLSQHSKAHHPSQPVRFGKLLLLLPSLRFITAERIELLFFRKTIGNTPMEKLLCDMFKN
PDI turbidity: PDI (human) enzyme inhibition. PDI insulin aggregation turbidity, A650, 90 min. inhibition, % at 10 µM. AID 588391. P07237. 350,000 compounds, 0.052% hits;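 active means mean inhibition across replicates of 30% or more, whatever share of single replicates reach that level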;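 further: absorbance from insulin aggregation driven by PDI reduction with DTT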
Target sequence (P07237 whole entry, looked up): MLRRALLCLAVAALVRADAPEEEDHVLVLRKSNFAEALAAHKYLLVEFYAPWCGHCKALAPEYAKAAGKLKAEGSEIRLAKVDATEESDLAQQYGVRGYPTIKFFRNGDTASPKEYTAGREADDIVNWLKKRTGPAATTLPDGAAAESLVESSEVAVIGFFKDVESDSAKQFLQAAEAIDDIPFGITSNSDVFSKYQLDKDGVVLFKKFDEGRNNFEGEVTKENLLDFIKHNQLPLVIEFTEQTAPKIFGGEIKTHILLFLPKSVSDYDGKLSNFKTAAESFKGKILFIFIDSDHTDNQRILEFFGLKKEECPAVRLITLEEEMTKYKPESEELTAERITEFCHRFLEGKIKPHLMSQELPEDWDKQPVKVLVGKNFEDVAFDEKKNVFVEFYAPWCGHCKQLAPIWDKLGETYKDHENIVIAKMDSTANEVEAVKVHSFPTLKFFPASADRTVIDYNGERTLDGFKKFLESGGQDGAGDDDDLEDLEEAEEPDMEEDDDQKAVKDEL
CaV13 FRET inh: Disruptors of the CACNA1D IQ motif to Ca2+-dependent inactivation inhibitor domain association, primary screening, Förster resonance energy transfer in intact living …; HEK cells, CFP/YFP FRET ICDI-IQ, plate reader, 10 min; percent FRET-ratio fall versus neutral wells; inhibition, % at 12.3 µM; 340,000 compounds, 0.098% hits; AID 743397;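 active means mean replicate inhibition of at least 30% and at least 1% of replicates passing that level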;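 further: 0% = median of the neutral control wells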
HIF-2a inh: inhibitors of HIF-2a | 786-0 RCC cells HIF-2a reporter, luciferase luminescence, overnight | inhibition, % at 18.8 µM | 360,000 compounds, 0.72% hits;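 active means inhibition of the luminescence signal of 40% or more relative to plate controls, in a single-dose primary screen at 18.75 µM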
Vif inh: inhibitors of HIV Vif; HEK293T cells, Vif self-association by quenched fluorescence, imaging, 24 h; inhibition, % at 7.49 µM; 340,000 compounds, 0.35% hits; in the data active means inhibition above about 50%, passing the limit was not always enough; further: some results filed as inactive read as strong as hits
NR2E3 ag-2: activates human photoreceptor nuclear receptor NR2E3 | Q9Y5X4 | GST-NR2E3/biotin-RetCOR TR-FRET, 1536-well | inhibition of corepressor binding, % at 4.78 µM | AID 2300 | 320,000 compounds, 0.12% hits;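 active means percent inhibition above the cutoff of mean plus 3 SD of all tested compounds, set per screening campaign, cut at about 20% in these data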;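 further: 0% = DMSO wells and 100% = biotin wells as full block of FRET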
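System: GST-NR2E3 and biotin-RetCOR proteins; probe or stimulus: 7 nM biotin-RetCOR; doses: compound at 4.8 µM, single dose; schedule: Compound–protein incubation for 5 h at 4 °C; detection: time-resolved FRET; read-out: percent inhibition; controls: biotin wells as high control, 0.6% DMSO wells as low control; format: 1536-well plates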
CF NFkB inh: inhibitors of cystic fibrosis induced NF-kB; inhibition, % at 5 µM; KKLEB NF-kB-GFP reporter, PAF-induced, GFP fluorescence overnight; 360,000 compounds, 0.86% hits;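 active means at least 50% inhibition at 5 µM, scaled per plate between neutral and stimulator controls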;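 further: PAF is a Pseudomonas aeruginosa culture filtrate used as stimulus; plate controls were PAF-stimulated DMSO wells for no effect and unstimulated DMSO wells for full effect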
Active calls of the source: *; · = no result given; & = joins results of further samples.

Values run as follows: Peg3 prom inh	KKLEB tox	TRPM1 prom inh	Shn3 3UTR inh	NR2E3 ag-1	PDI turbidity	CaV13 FRET inh	HIF-2a inh	Vif inh	NR2E3 ag-2	CF NFkB inh
CN(C)c1ccc(Cc2cc3c(O)ccc(O)c3cc(Cc3ccc(N(C)C)cc3)c2=O)cc1
    25	1	37	17	-28	-33	-6	48*	13	·	-8
CN(C)CC(=O)c1c[nH]c2ccccc12
    8	-2	11	-9	-1	-8	-4	10	11	1	3
O=c1cc(CN2CCN(Cc3ccccc3)CC2)c2ccc(O)cc2o1
    7	-13	8	-17	-7	24	-3	19	0	-1	-6
O=C(N/N=C/c1cc(Cl)cc([N+](=O)[O-])c1O)NC12CC3CC(CC(C3)C1)C2
    37	2	8	16	-17	4	10	8	1	-1	31
CCc1ccc2c(F)cccc2n1
    -9	1	·	6	-3	·	-11	14	4	·	-27
COC(=O)c1nn(-c2ccc(OC)cc2)c(=O)cc1NN
    -3	-7	10	10	-18	-2	-1	7	5	3	3
O=C(NC1=NCCS1)C1Cc2ccccc2CN1C(=O)c1ccccc1 (configuration not stated)
    -62	1	3	5	-37	0	·	-105	13	2	-2
O=C1COC(c2ccccc2O)=NN1CCCl
    -14	-15	·	9	8	-4	-5	-17	-4	·	10
CCOc1ccc(NC(=O)CCNS(=O)(=O)c2ccc3c(c2)CCC(=O)N3)cc1
    10	4	6	-14	2	8	-3	11	-5	0	7
Cc1cc(NS(=O)(=O)c2ccc(NC(=S)NC(=O)c3ccc(Br)cc3)cc2)no1
    0	-4	6	-19	-18	-5	-3	9	1	-1	-5
CN1CCC(N(C)C(=O)c2cc(=O)c3ccccc3o2)CC1
    15	14	-1	-4	-19	-5	-7	10	-4	1	-4
CCc1ccccc1NC(=O)CN(C)C(=O)Cn1ncc(Cl)c(Cl)c1=O
    107*	-2	89*	64	4	3	-5	98*	-2	0	52*
Cn1cnnc1Sc1ccc(C(=O)OCC(=O)NC2CC2)cc1[N+](=O)[O-]
    -4	0	1	-3	0	-2	-3	18	7	·	10
O=C(NCCOc1nc(N2CCCCC2)nc(N2CCCCC2)n1)Nc1ccccc1
    31	2	14	18	-1	-13	-3	17	11	-1	7
O=C(CN1CCCCCC1)Nc1ccccc1F
    13	-35	-10	-24	-18	-10	-8	-1	-6	6	2
COCCNC(=O)c1cccc(OC2CCN(Cc3ccc(C(C)C)cc3)CC2)c1
    4	-5	1	71	-23	2	-6	4	-10	1	13
CCCC(=O)Nc1c(C)n[nH]c1C
    -1	14	-7	19	-2	-3	-4	10	3	-2	-3
O=C(c1ccco1)N1CCN(C(=S)Nc2cccc([N+](=O)[O-])c2)CC1
    12	6	7	19	10	4	-4	-20	1	4	-2
O=C(Nc1ccc2[nH]c(=S)sc2c1)c1ccccc1
    -164	8	-39	-25	-87	-3	-6	-248	20	-2	-18
Cc1cccc(C2CC3(CC(C)(C)NC(=S)N3)Oc3cc(O)ccc32)c1 (configuration not stated)
    15	19	-2	-3	-15	-1	-7	12	12	6	3
Cc1nc(N2CCCC2)c2ccsc2n1
    14	-14	-3	10	-1	-2	·	17	-16	0	6
Cc1cc2c(cc1C)C(=O)NC(C)(C)C2
    -10	6	-1	-28	-8	1	-2	0	4	2	23
CCc1nc(Sc2nc(C)cc(C)n2)c2oc3ccccc3c2n1
    27	-16	24	2	16	1	0	28	-2	-1	33
COC(=O)c1nc2n(n1)C(c1cccc(Cl)c1)C1=C(CCCC1=O)N2 (configuration not stated)
    -14	-8	2	-9	-12	-5	-6	-17	18	0	-13
O=C(Nc1cccc(C(F)(F)F)c1)/C(=C/c1ccco1)NC(=O)c1cccs1
    19	-9	10	-4	-7	-3	-4	11	-4	4	-5
CCCCn1c(N)c(N(C)C(=O)c2ccc(Br)o2)c(=O)[nH]c1=O
    -1	5	14	-26	-14	-5	-3	16	-5	1	22
COc1ccc(N2C(=O)C3C(C2=O)C(C(=O)c2ccc(Cl)cc2)N2CCCC32)cc1 (configuration not stated)
    -1	-8	9	5	-3	-4	-5	1	-7	1	-14
COc1cc(NC(=O)Nc2ccccc2OC)c(OC)cc1NC(=O)CN1CCCCC1
    -13	-2	-9	75	-3	2	·	-14	4	-4	-4
COc1ccccc1NC(=O)CNC(=O)c1ccc(Br)o1
    20	12	5	-52	11	-14	-3	21	12	1	-8
CCOC(=O)C1=CCN(S(=O)(=O)c2ccccc2C)C1c1cccc(C)c1 (configuration not stated)
    17	-1	·	-5	-24	·	-3	16	·	·	17
CCC[C@@H](CN1CCC[C@H]1CN1C(N)=NC[C@H]1CC(C)C)N1C[C@@H](Cc2ccccc2)N(CCc2ccc(Cl)c(Cl)c2)C1=N
    -17	-14	-12	-3	-3	22	-10	4	6	·	21
CCOc1ccc(C(=O)NCC(=O)OCc2csc(-c3ccccc3)n2)cc1
    -31	15	-21	-7	-10	8	-5	-76	-27	2	-3
CN1CCN(C(=O)/C(=C\c2cccc([N+](=O)[O-])c2)NC(=O)c2cccs2)CC1
    7	-2	0	-22	-11	2	-7	15	7	0	14
CCCCCNC(=O)c1ccc(NC(=O)CC2SC(N3CCCC3)=NC2=O)cc1 (configuration not stated)
    -16	12	·	-14	-12	-3	-7	-2	5	·	-14
c1ccc(OCCN2CCNCC2)cc1
    12	-5	7	5	-45	-7	-5	-3	9	·	12
Cc1nnc(SCC(=O)NCc2ccc3c(c2)OCO3)[nH]c1=O
    6	-2	-2	-12	6	1	·	3	3	-2	6
Cc1ccc(-c2nn(-c3ccccc3)cc2/C=N/NS(=O)(=O)c2ccccc2)cc1
    -167	28	-63	-37	-60	-2	-15	-244	2	-3	2
CC(C)c1ccc(NC(=O)COc2ccccc2)cc1
    -231	6	-66	-50	-29	5	-4	-287	-1	1	11
Cc1c(NC(=O)c2cc(-n3cnnc3)ccc2Cl)cccc1-c1nc2ccccc2o1
    -88	0	-4	-13	-22	0	·	-66	0	0	-10
N#Cc1c(NC(=O)CSc2ncn(-c3ccccc3)n2)sc2c1CCCC2
    21	-14	3	-4	-14	-8	1	15	7	1	-4
O=C(COc1ccc2ccccc2c1Br)Nn1cnnc1
    15	-1	6	10	5	-5	-5	5	0	18	3
Cc1ccc(S(=O)(=O)N2CCC(C(=O)Nc3ccc(S(=O)(=O)N4CCCC4)cc3)CC2)cc1C
    18	25	18	22	10	-7	-14	6	2	-3	19
CCCC[C@H]1COCCS(=O)(=O)N1Cc1ccc(F)cc1
    4	9	-4	2	22	-2	-11	9	5	3	-5
Cc1ccc(C(=O)N2CCCC(C(=O)c3ccc(Cl)cc3C)C2)cn1 (configuration not stated)
    -6	2	11	29	3	3	-13	-2	2	-2	6
CC(=O)Nc1nc2c(s1)CCc1ccccc1-2
    -41	-14	13	9	-23	20	-13	-45	-8	1	-48
CCc1cc(Cl)c(OC)c(C(=O)NC[C@@H]2CCCN2CC)c1O
    -4&2	-8&0	-15&0	-2&3	-22&17	-3&4	-5&-5	-14&6	-3&11	-1	14&0
Nc1nc2c(s1)CCc1ccccc1-2
    -87	-4	-6	-36	-45	0	-3	-77	-6	-5	-20
COc1ccc(N2CCN(S(=O)(=O)c3cc(C)ccc3OC)CC2)cc1
    4	-4	9	2	8	7	-5	1	1	1	19
CCOc1cc(C(=O)Nc2cccnc2)cc(OCC)c1OCC
    19	8	18	3	-25	-2	-4	19	1	-1	23
COc1cc(NC(=O)c2ccc(Br)cc2)c(OC)cc1NC(=O)c1ccccc1
    -15	5	10	15	-12	1	-5	13	0	2	-2
Cc1cccc(OCCn2c(CCCO)nc3ccccc32)c1
    2	-4	4	6	11	1	-4	2	3	-1	-11
Cc1cc(C)nc(N/N=C/C(Cl)=C/c2ccccc2)n1
    -209	2	-55	-24	-59	-4	-5	-285	-1	-6	-16
O=C(c1ccc(Cl)cc1)C1CCCN(C(=O)c2csnn2)C1 (configuration not stated)
    14	0	-4	3	-6	-8	-7	13	4	4	8
N#CC1=C(N)Oc2cc(N)ccc2C1c1ccccc1F (configuration not stated)
    24	-17	18	19	-8	-8	-1	18	-9	0	26
COc1ccc(OCC(=O)NNC(=O)C2CCCO2)cc1 (configuration not stated)
    10	0	5	-34	4	-3	-3	6	-1	-2	-2
CCOc1ccccc1NC(=O)COC(=O)CN(C)S(=O)(=O)c1ccc(C)cc1
    -10	-4	3	-8	-8	0	-6	14	10	0	18
CCC(C)c1ccccc1NC(=O)C(C)OC(=O)c1ccco1 (configuration not stated)
    10	7	-1	-7	-32	-7	-5	18	-4	-4	2
O=C(NC(Cc1ccccc1)C(=O)O)/C(=C\c1ccc(F)cc1)NC(=O)c1ccccc1 (configuration not stated)
    6	7	33	2	-26	5	-5	18	3	-2	-11
NC(=O)C1(Nc2ccc(C(=O)O)cc2)CCCC1
    -4	-21	11	-13	-13	0	-24	3	-6	·	28
O=C(O/N=C1\CCS(=O)(=O)c2sccc21)C1CC1
    11	-6	7	1	1	5	-2	0	1	3	18

The listing continues:
Values run as follows: Peg3 prom inh	KKLEB tox	TRPM1 prom inh	Shn3 3UTR inh	NR2E3 ag-1	PDI turbidity	CaV13 FRET inh	HIF-2a inh	Vif inh	NR2E3 ag-2	CF NFkB inh
COc1ccccc1C(=O)NCC(=O)OCC(=O)c1ccc(Cl)s1
    3	4	6	4	-14	-1	-15	2	-12	1	12
COc1ccc(C(=O)N(CCc2ccccc2)Cc2ccccc2)cc1S(=O)(=O)N1CCOCC1
    -7	0	-11	-29	-16	1	-5	-29	-9	3	-31
Cc1ccccc1S(=O)(=O)N(C)C[C@@H]1OCc2ccccc2-c2c(n(C)c3ccccc23)C(=O)N([C@H](C)CO)C[C@@H]1C
    44	4	·	5	-31	2	-10	-80	·	·	25
Cc1ccccc1S(=O)(=O)NC(=O)C1(C)CCN1C(=O)CCc1cccs1 (configuration not stated)
    4	2	·	-4	17	3	-4	2	68*	·	1
C=Cc1cccc(NC(=O)c2ccc(NC(=O)c3ccco3)cc2)c1
    -36	1	-5	-1	-24	-1	-2	-70	-5	-2	-8
CN(C)c1ccc(/C=N/N(CCC(=O)NC(C)(C)C)C2=NS(=O)(=O)c3ccccc32)cc1
    6	-8	-5	21	-5	-1	-8	-10	-8	2	-32
O=C(CCCl)Nc1cc(SCCO)cc([N+](=O)[O-])c1
    -3	2	-4	-19	-5	9	-10	1	14	3	-1

Source: PubChem (several laboratories)

Outcome played no part in choosing rows; any-hit rate near 3.3%.
